GRP78 ERSR act: induces the endoplasmic reticulum stress response in human glioma cells | U87-MG GRP78 promoter luciferase reporter, 16 h | Potency, µM, inactives show at the top dose activation, usual class: activators | 420,000 tested, 0.02% active; note: potency is the fitted concentration of half-maximal effect; series mostly up to about 76 µM; % of control where 0% means no effect; nearly all actives have a fitted effect of over 35% in size
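Stably transfected U87-MG glioma cells carrying a GRP78-based luciferase sensor; 16 h compound incubation. Luminescence end-point read 10 min after Bright-Glo addition at room temperature.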
Vif-APOBEC3F blk: Vif-A3F binding inhibition; HeLa A3F-eYFP + Vif (tagged APOBEC3F with the HIV-1 protein that degrades it), YFP fluorescence increase; Potency, µM (titrated, usually from 46.1 µM), inactives show at the highest dose activity, negative = active; 390,000 tested, 0.2% active; note: potency is the fitted concentration of half-maximal effect; % of control where 0% means no effect; nearly all actives have a fitted effect of over 65% in size
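Fluorescence increase (Ex 488/Em 500-530) after overnight compound treatment at 37 deg C flags inhibition of Vif-driven A3F-eYFP loss in stable HeLa A3F-eYFP/Vif cells seeded overnight beforehand.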
RGS4 inhibitor: human RGS4 inhibition. P49798. Transcreener GDP fluorescence polarization, RGS4-accelerated GTP hydrolysis. Potency, µM (series often up to 114 µM), for inactives: at the top dose activity change, negative = inhibition, most hits filed as inhibitors. 390,000 tested, 0.039% active. AID 504845; note: potency is the fitted concentration of half-maximal effect; % is set by controls: 0 for no effect and ±100 for the full control effect; nearly all actives have a fitted effect of over 75% in size; some results filed as inactive show a strong effect at the top dose
Target sequence (P49798 whole entry, looked up): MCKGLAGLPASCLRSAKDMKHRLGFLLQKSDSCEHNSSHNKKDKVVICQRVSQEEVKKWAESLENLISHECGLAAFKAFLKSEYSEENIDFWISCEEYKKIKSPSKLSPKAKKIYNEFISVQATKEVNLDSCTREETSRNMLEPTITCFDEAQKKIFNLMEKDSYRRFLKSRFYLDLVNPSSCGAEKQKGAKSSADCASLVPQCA
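MLSMR compounds (23 nl, pin-transferred) preincubated 10 min at room temperature with a 500nM (2x) first reagent, then RGS4 at 900nM (2x) plus Transcreener GDP mix added; fluorescence polarization (620/688 nm) read before and after 90 min at 30 °C.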
D2 ag: activates the human D2 dopamine receptor; HEK293 T-REx D2 cells, calcium flux agonist mode; activation, % at 2 µM; 340,000 tested, 0.53% active; AID 485358;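 active = activation over 3 SD above normal in the single-dose calcium agonist read, cut at about 30% in these data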; note: 0% is about no effect
Target sequence (P14416 whole entry, looked up): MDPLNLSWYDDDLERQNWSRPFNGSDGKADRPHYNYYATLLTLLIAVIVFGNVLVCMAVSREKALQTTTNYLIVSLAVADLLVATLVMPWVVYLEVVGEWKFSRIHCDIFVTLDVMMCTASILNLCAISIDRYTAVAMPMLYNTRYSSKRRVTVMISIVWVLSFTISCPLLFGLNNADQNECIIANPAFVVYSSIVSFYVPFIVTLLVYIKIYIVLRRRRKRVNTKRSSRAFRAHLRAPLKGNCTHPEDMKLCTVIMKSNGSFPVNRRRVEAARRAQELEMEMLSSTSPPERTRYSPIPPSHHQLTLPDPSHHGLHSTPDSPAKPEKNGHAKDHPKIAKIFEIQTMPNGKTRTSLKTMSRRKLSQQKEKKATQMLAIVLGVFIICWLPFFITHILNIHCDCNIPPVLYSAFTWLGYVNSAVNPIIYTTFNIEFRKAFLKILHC
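Tetracycline-induced HEK293 Trex cells with D2 receptor force-coupled to calcium signaling, plated overnight at 30 C and loaded with no-wash calcium dye. Calcium flux read kinetically for 180 s after compound addition; responses flag agonists.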
Vif-A3G inh: blocks the Vif interaction with human APOBEC3G; Q9HC16; HeLa A3G-eYFP + Vif (tagged APOBEC3G with the HIV-1 protein that degrades it), YFP fluorescence, overnight; Potency, µM (highest dose often 46.1 µM), inactives show at the top dose activity, negative = active, usual class: inhibitors; 410,000 tested, 0.076% active;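 note: potency is the fitted concentration of half-maximal effect; % is set by controls: 0 for no effect and ±100 for the full control effect; nearly all actives have a fitted effect of over 60% in size; hits raise eYFP signal because A3G escapes Vif-driven loss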
Target sequence (Q9HC16 whole entry, looked up): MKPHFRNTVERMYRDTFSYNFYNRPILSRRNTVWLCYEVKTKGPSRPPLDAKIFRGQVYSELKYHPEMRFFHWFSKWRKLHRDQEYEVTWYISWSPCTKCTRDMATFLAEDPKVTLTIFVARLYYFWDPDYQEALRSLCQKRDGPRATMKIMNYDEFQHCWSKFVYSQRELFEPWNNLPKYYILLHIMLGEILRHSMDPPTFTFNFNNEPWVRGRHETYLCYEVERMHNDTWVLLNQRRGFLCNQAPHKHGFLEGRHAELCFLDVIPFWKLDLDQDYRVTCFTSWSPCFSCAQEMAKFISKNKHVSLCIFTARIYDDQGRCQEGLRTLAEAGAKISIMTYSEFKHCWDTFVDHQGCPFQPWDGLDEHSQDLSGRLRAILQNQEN
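HeLa cells stably expressing Vif and C-terminally eYFP-tagged A3G, seeded overnight at 37 deg C, then exposed to compound by pintool overnight at 37 deg C. Rise in yellow fluorescence (Ex 488/Em 500-530, Acumen) marks blocked Vif-driven A3G degradation.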
12-LOX inh: blocks human arachidonate 12S-lipoxygenase. P18054. purified 12hLO, xylenol orange hydroperoxide absorbance. Potency, µM (titrated, usually from 108 µM), for the others: at the highest dose activity change, negative = inhibition, usual class: inhibitors. 580,000 tested, 1.1% active; note: potency is the fitted concentration of half-maximal effect; % is set by controls: 0 for no effect and ±100 for the full control effect
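Purified human 12hLO (150 nM final) in 25 mM Hepes, 0.01% Triton X-100, pH 7.0 was preincubated 15 min at room temperature with compound. Then 40 uM arachidonic acid was added, 30 min. Hydroperoxide was read by Fe-XO absorbance ratio 573/405 nm.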
D2 antag: antagonists of human D2 dopamine receptor. P14416. inhibition, % at 10 µM. AID 485344. HEK293 TREx D2 cells, calcium flux, dopamine EC80. 340,000 tested, 2% active; in the data active = inhibition above about 30%; note: 0% is about no effect
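Tetracycline-induced HEK293 TREx cells expressing D2 receptor forced-coupled to calcium signalling, loaded with no-wash calcium dye. Compounds added and calcium flux read 180 s, then dopamine added at EC80 and read a further 180 s.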
LDHA block: blocks human lactate dehydrogenase A; P00338; purified LDHA, NADH/diaphorase-resazurin fluorescence; active compounds read low; activity change, % (values are at about 110 or 230 µM); 480,000 tested, 0.15% active; AID 1347041; in the data active = activity change below about -30%; inconclusive = mostly about -25% to -30%;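 note: plate controls were DMSO wells for no effect and wells without enzyme for full effect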
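LDH5 2 nM; NADH 0.06 mM, pyruvate 0.2 mM; 200 mM Tris pH 7.4, EDTA, Tween-20; 5 min RT. Detection: diaphorase 0.133 mg/mL + resazurin 37 µM, fluorescence ex540/em590 at 0 and 20 min; normalized to enzyme-free and DMSO wells.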
ERG Ets-DNA blk: ERG Ets/DNA interaction inhibition | AID 624246 | fluorescence polarization, His-ERG Ets domain / labelled DNA | Potency, µM (highest dose often 76.9 µM), for inactives: at the top dose FP activity, negative = inhibition, hits mostly inhibitors | 370,000 tested, 0.028% active | P11308; active = well fitted inhibition curve with a large enough effect in the polarisation, with a control signal flat; inconclusive = small, poorly fitted or top-dose-only effect, or effect the other way, or a change in a side signal; inactive = no such curve, though single readings can be large or run the other way; the % refers to the polarisation;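 note: polarization taken with two DNA probes labelled with fluorescein and Texas red; potency is the fitted concentration of half-maximal effect; % of control where 0% means no effect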
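His-tagged ERG Ets domain (1 uM in the protein solution; 300mM KCl, 50mM Tris-HCl, 1mM EDTA, 1mM DTT, pH 7.5) received compound, then a probe mix of 5 nM fluorescein-DNA and 100nM Texas-615-DNA. Fluorescence polarization was read for both dyes.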
An asterisk follows results filed as active; [ ] = remark or other dose. Unless noted, calls come from the whole dose curve; as a rule, active = well fitted curve in the direction sought with a large enough effect; inconclusive = small, poorly fitted or top-dose-only effect, or another doubt; inactive = no such curve, though single readings can be large; an effect the other way counts as inactive or inconclusive. This is a subset; rates above refer to the full screens.

For COc1cc(NC(=O)Cn2c([N+](=O)[O-])cnc2C)c(OC)cc1Cl the results were GRP78 ERSR act -1.0%, Vif-APOBEC3F blk 1.1%, RGS4 inhibitor -11.6%, D2 ag 0.7, Vif-A3G inh -1.8%, 12-LOX inh -0.4%, D2 antag -7.4, LDHA block 0.2 and ERG Ets-DNA blk 12.0%.
Screening O=C(Cn1nnc(-c2ccc(Cl)cc2)n1)NCCC1=CCCCC1 returned GRP78 ERSR act -2.7%, Vif-APOBEC3F blk -10.0%, RGS4 inhibitor -12.0%, D2 ag 0.4, Vif-A3G inh 1.1%, 12-LOX inh 0.9%, D2 antag -0.7, LDHA block -2.7 and ERG Ets-DNA blk 6.8%.
For CCCCn1c(N)c(N(CC(C)C)C(=O)C2CC(=O)N(c3ccc(C)cc3)C2)c(=O)[nH]c1=O (stereo not given) the results were GRP78 ERSR act -1.6%, Vif-APOBEC3F blk 10.7%, RGS4 inhibitor 1.3%, D2 ag 0.3, Vif-A3G inh -4.7%, 12-LOX inh 13.0%, D2 antag -4.4, LDHA block -4.7 and ERG Ets-DNA blk 5.6%.
`Cc1ccccc1C1C(C#N)=C2N=C(N)c3c(sc4c3CCCCC4)N2C2=C1C(=O)CC(C)(C)C2` (stereo not given) gave GRP78 ERSR act -1.7%, Vif-APOBEC3F blk inconclusive, RGS4 inhibitor -26.9%, D2 ag 0.4, Vif-A3G inh inconclusive, 12-LOX inh 41.7%[activator], D2 antag -14.3, LDHA block 4.2 and ERG Ets-DNA blk -2.0%.
`C=CCN(CC=C)Cc1cc(=O)oc2cc(C)c(Cl)cc12` gave GRP78 ERSR act -2.5%, Vif-A3G inh -7.1%, 12-LOX inh inconclusive and LDHA block -1.2.
For COc1ccc(-n2c(=O)cc(N3CCOCC3)[nH]c2=O)cc1 the results were GRP78 ERSR act -1.0%, Vif-APOBEC3F blk 1.1%, RGS4 inhibitor -25.5%, D2 ag -0.6, Vif-A3G inh 0.3%, 12-LOX inh -8.2%, D2 antag 0.6, LDHA block -4.6 and ERG Ets-DNA blk 6.5%.
For Cc1cnc(C(=O)N2CCCC(C(=O)c3cccc(OC(C)C)c3)C2)cn1 (stereo not given) the results were GRP78 ERSR act 2.0%, Vif-APOBEC3F blk 7.2%, RGS4 inhibitor 23.7%, D2 ag -0.7, Vif-A3G inh 3.6%, 12-LOX inh -2.0%, D2 antag -5.3, LDHA block -7.9 and ERG Ets-DNA blk 8.3%.
COc1ccc(N2CCN(C(=O)C3=NNC(=O)CC3)CC2)cc1 was read as GRP78 ERSR act -4.9%, Vif-APOBEC3F blk -10.4%, RGS4 inhibitor 34.2%, D2 ag 0.5, Vif-A3G inh -0.5%, 12-LOX inh 0.3%, D2 antag -0.9, LDHA block -0.1 and ERG Ets-DNA blk -6.5%.
For O=C(N/N=C/c1ccc(-c2cccc([N+](=O)[O-])c2)o1)[C@H]1C[C@@H]1c1ccccc1 the results were GRP78 ERSR act -3.3%, Vif-APOBEC3F blk -12.0%, RGS4 inhibitor 7.6%, D2 ag 0.2, Vif-A3G inh 1.3%, 12-LOX inh -19.9%, D2 antag 3.2, LDHA block -0.5 and ERG Ets-DNA blk -13.3%.
CSc1nnc(-c2cccn(Cc3ccccc3)c2=O)o1 was read as GRP78 ERSR act -2.5%, Vif-APOBEC3F blk 1.9%, RGS4 inhibitor 19.0%, D2 ag -2.5, Vif-A3G inh -0.9%, 12-LOX inh -4.5%, D2 antag -3.5, LDHA block -8.0 and ERG Ets-DNA blk -12.9%.
For CCc1ccc2ncc3c(-c4ccccc4)nn(-c4ccccc4)c3c2c1 the results were GRP78 ERSR act -3.9%, Vif-APOBEC3F blk -0.5%, RGS4 inhibitor 6.4%, D2 ag -0.6, Vif-A3G inh 4.3%, 12-LOX inh -5.0%, LDHA block -1.6 and ERG Ets-DNA blk -0.6%.
`Cc1ccc(NC(=O)Cn2ccsc2=N)cc1S(=O)(=O)N(C)C` gave GRP78 ERSR act -0.7%, Vif-APOBEC3F blk -5.7%, RGS4 inhibitor -5.3%, D2 ag -0.3, Vif-A3G inh -4.6%, 12-LOX inh -22.7%, D2 antag 35.5*, LDHA block -0.2 and ERG Ets-DNA blk 15.2%.
NC(=O)COC(=O)CNC(=O)c1sc2ccccc2c1Cl was read as GRP78 ERSR act -1.8%, Vif-APOBEC3F blk 10.1%, RGS4 inhibitor 9.4%, Vif-A3G inh 1.1%, 12-LOX inh 9.2%, LDHA block 3.2 and ERG Ets-DNA blk -4.3%.
Screening CC(NC(=O)Cn1c(=O)oc2cc(S(=O)(=O)N3CCCC3)ccc21)c1ccccc1 (stereo not given) returned GRP78 ERSR act -3.5%, Vif-APOBEC3F blk -4.0%, RGS4 inhibitor -18.0%, Vif-A3G inh 1.0%, 12-LOX inh 4.6%[57.4 µM], D2 antag 7.4, LDHA block -3.0 and ERG Ets-DNA blk 1.7%.
COCCN(C(=O)c1ccc(-c2ccc(Cl)cc2)o1)c1c(N)n(Cc2ccccc2)c(=O)[nH]c1=O was read as GRP78 ERSR act -2.8%, Vif-APOBEC3F blk -17.8%, RGS4 inhibitor -2.5%, D2 ag -0.1, Vif-A3G inh -0.6%, 12-LOX inh -18.9%, D2 antag -18.4, LDHA block -10.1 and ERG Ets-DNA blk 9.7%.
For Cc1ccc(S(=O)(=O)/N=C(/Nc2ccccn2)c2ccc(Cl)cc2)cc1 the results were GRP78 ERSR act -1.8%, Vif-APOBEC3F blk 5.0%, RGS4 inhibitor 2.9%, D2 ag 0.5, Vif-A3G inh 0.5%, 12-LOX inh -15.7%, D2 antag -6.7, LDHA block -1.5 and ERG Ets-DNA blk -10.7%.
`COc1ccc(C(=O)OCC(=O)NCc2ccccc2)c(OC)c1OC` gave GRP78 ERSR act -1.8%, Vif-APOBEC3F blk -4.1%, RGS4 inhibitor -20.7%, D2 ag -0.1, Vif-A3G inh -3.9%, 12-LOX inh -2.4%, D2 antag 2.2, LDHA block -4.7 and ERG Ets-DNA blk -15.5%.
For COC(=O)c1ccc(-n2nnnc2SCC(=O)Nc2ccccc2C(=O)OC)cc1 the results were GRP78 ERSR act -4.5%, Vif-APOBEC3F blk -18.6%, RGS4 inhibitor 12.3%, D2 ag 0.4, Vif-A3G inh -1.5%, 12-LOX inh 0.0%, D2 antag 11.8, LDHA block -3.0 and ERG Ets-DNA blk 1.7%.
`CC(C)[C@H](NC(=O)N1CCC(Cc2ccccc2)CC1)C(=O)O` gave GRP78 ERSR act -6.7%, Vif-APOBEC3F blk 3.0%, RGS4 inhibitor 1.2%, D2 ag 0.8, Vif-A3G inh -1.3%, 12-LOX inh 4.3%, D2 antag -18.6, LDHA block -6.6 and ERG Ets-DNA blk 15.3%.
For COc1ccc(/C=N/NC(=O)c2ccncc2)c(OC)c1 the results were GRP78 ERSR act 0.4%, Vif-APOBEC3F blk 0.0%, RGS4 inhibitor 2.6%, D2 ag -0.8, Vif-A3G inh -1.3%, 12-LOX inh 93.8%[activator], D2 antag -8.7, LDHA block -1.8 and ERG Ets-DNA blk -0.3%.
CCN1C(=O)C(O)(CC(=O)c2ccc(-n3cccc3)cc2)c2ccccc21 (stereo not given) was read as GRP78 ERSR act -0.2%, Vif-APOBEC3F blk 0.7%, RGS4 inhibitor 3.4%, D2 ag -0.5, Vif-A3G inh -3.3%, 12-LOX inh -3.3%, D2 antag 5.9, LDHA block -0.3 and ERG Ets-DNA blk -1.3%.
COc1ccc(NCc2cc3ccc(OC)cc3n(CC(=O)Nc3cccc(OC)c3)c2=O)cc1 was read as GRP78 ERSR act -2.0%, Vif-APOBEC3F blk -3.1%, RGS4 inhibitor 21.0%, D2 ag 0.5, Vif-A3G inh -3.2%, 12-LOX inh -11.6%, LDHA block -0.4 and ERG Ets-DNA blk -2.9%.
NC(=S)N=Nc1c(O)[nH]c2c(Br)cc(Br)cc12 was read as GRP78 ERSR act 0.3%, Vif-APOBEC3F blk inconclusive, RGS4 inhibitor -36.7%, D2 ag 1.3, Vif-A3G inh -0.1%, 12-LOX inh -11.3%, D2 antag -26.2, LDHA block 25.8 and ERG Ets-DNA blk 20.6%.
`COc1ccccc1C(=O)Nc1ccnn1C1CCN(C(=O)C2CCOC2)CC1` (stereo not given) gave GRP78 ERSR act 0.6%, Vif-APOBEC3F blk -11.1%, RGS4 inhibitor -18.1%[56.9 µM], D2 ag 0.2, Vif-A3G inh 0.8%, 12-LOX inh -1.0%, D2 antag 10.9, LDHA block -1.3 and ERG Ets-DNA blk 9.2%.
`O=C1CC(c2ccco2)CC(O)=C1C=Nc1cc(Cl)ccc1O` (stereo not given) gave GRP78 ERSR act -4.1%, RGS4 inhibitor 15.7%, D2 ag 3.1, Vif-A3G inh -0.5%, 12-LOX inh 6.0%, D2 antag 18.4, LDHA block -1.5 and ERG Ets-DNA blk 6.9%.
`COCCNC(=O)C1Cc2c(ccc3ccccc23)O1` (stereo not given) gave GRP78 ERSR act 4.4%, Vif-APOBEC3F blk -6.0%, RGS4 inhibitor -25.4%, Vif-A3G inh 1.2%, 12-LOX inh 3.8%, LDHA block 3.7 and ERG Ets-DNA blk 9.2%.

Bioassay records as filed in PubChem BioAssay.
